D1 ag – human D1 receptor agonism | HEK293 T-REx D1 cells, calcium flux, agonist mode | activation, % at 2 µM | actives 1% (n = 360,000) | AID 504660; in the data active = activation above about 30%; note: 0% is about no effect
Target sequence (P21728 whole entry, looked up): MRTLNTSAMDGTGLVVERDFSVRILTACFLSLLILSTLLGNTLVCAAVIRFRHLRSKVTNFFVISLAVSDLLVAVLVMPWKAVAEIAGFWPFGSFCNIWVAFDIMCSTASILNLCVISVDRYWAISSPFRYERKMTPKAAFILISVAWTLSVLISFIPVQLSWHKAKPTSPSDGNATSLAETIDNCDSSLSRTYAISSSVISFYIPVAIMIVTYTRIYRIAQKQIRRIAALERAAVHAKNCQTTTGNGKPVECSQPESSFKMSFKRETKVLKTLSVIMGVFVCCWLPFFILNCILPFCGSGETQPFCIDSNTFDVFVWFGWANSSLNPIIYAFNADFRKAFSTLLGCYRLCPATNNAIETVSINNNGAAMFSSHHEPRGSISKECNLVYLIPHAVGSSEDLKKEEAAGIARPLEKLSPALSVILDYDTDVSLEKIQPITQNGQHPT
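Tetracycline-induced HEK293 TREx D1 cells, force-coupled to calcium signalling, were dye-loaded with a no-wash calcium kit. Compound was pin-added after a 10 s baseline. Fluorescence was read kinetically at 1 cycle/s for 180 s, with calcium rises flagged as agonism.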
D1 PAM – potentiators of human D1 dopamine receptor. P21728. HEK293 TREx D1 cells, calcium flux, dopamine EC20 potentiation. potentiation, % at 10 µM. actives 0.036% (n = 360,000). AID 504651; in the data active = potentiation above about 30%; note: 0% is about no effect
Vif-A3G inh – inhibitors of Vif-APOBEC3G interaction; Q9HC16; HeLa A3G-eYFP + Vif (tagged APOBEC3G with the HIV-1 protein that degrades it), YFP fluorescence, overnight; Potency, µM (titrated, usually from 46.1 µM), for inactives: top-dose activity, negative = active, hits mostly inhibitors; actives 0.076% (n = 410,000);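 note: potency is the fitted concentration of half-maximal effect; % is set by controls: 0 for no effect and ±100 for the full control effect; nearly all actives have a fitted effect of over 60% in size; hits raise eYFP signal because A3G escapes Vif-driven loss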
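Read-out is eYFP fluorescence (Ex 488/Em 500-530) from Vif-expressing HeLa A3G-eYFP cells; more signal means A3G escaped Vif-mediated degradation. Cells plated overnight, compound pinned in, incubated overnight at 37 deg C.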
D1 antag – human D1 dopamine receptor antagonism; actives 3.2% (n = 360,000); activity change, negative = inhibition, % at 10 µM; AID 504652; HEK293 TREx D1 cells, calcium flux, dopamine EC80; stronger effect = lower value; P21728; in the data active = activity change below about -30%; note: % is set by controls: 0 for no effect and ±100 for the full control effect
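Antagonism measured as reduced calcium response to an EC80 dopamine addition following 180 s compound pre-read; cells were inducible HEK293 Trex D1 plated overnight at 30 C, read kinetically at 1 cycle/sec.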
D2 potentiator – D2 dopamine receptor (human) potentiation | P14416 | HEK293 T-REx D2, calcium flux, EC20 dopamine potentiation | potentiation, % at 10 µM | actives 0.34% (n = 340,000) | AID 485347;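 active = potentiation over 3 SD above the plate norm, cut at about 30% in these data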; note: 0% is about no effect
Target sequence (P14416 whole entry, looked up): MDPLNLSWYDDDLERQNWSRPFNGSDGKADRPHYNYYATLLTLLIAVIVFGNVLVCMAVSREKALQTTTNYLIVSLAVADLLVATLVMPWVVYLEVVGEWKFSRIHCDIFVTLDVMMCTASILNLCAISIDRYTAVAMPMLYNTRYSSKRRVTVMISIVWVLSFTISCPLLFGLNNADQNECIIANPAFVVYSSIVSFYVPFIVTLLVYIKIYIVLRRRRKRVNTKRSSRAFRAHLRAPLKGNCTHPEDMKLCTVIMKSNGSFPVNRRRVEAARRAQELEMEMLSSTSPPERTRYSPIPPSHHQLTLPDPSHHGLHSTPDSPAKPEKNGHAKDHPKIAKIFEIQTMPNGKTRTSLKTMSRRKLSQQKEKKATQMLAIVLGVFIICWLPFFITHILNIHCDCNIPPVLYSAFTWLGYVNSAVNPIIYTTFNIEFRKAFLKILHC
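Using a no-wash calcium dye in inducible, force-coupled HEK293 Trex cells expressing D2, we tracked fluorescence each second for 180 s after compound, then for 180 s after EC20 dopamine to detect augmented signalling.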
Vif-APOBEC3F blk – inhibitors of Vif-A3F interaction; actives 0.2% (n = 390,000); AID 602313; Potency, µM (series often up to 46.1 µM), without a hit: at the top dose activity, negative = active; HeLa A3F-eYFP + Vif (tagged APOBEC3F with the HIV-1 protein that degrades it), YFP fluorescence increase; note: potency is the fitted concentration of half-maximal effect; % of control where 0% means no effect; nearly all actives have a fitted effect of over 65% in size
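HeLa cells stably expressing Vif plus C-terminally eYFP-tagged A3F were seeded, incubated overnight at 37 deg C, dosed with compound, incubated overnight again at 37 deg C. Yellow fluorescence (Ex 488/Em 500-530) reported blocked Vif-mediated A3F-eYFP degradation.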
Glioma ERSR ind – ER stress response induction in glioma. U87-MG GRP78 promoter luciferase reporter, 16 h. Potency, µM, inactives show at the top dose activation, actives largely listed as activators. actives 0.02% (n = 420,000). AID 602332; note: potency is the fitted concentration of half-maximal effect; series mostly up to about 76 µM; % of control where 0% means no effect; nearly all actives have a fitted effect of over 35% in size
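Stably transfected U87-MG glioma cells carrying a GRP78-based luciferase sensor; 16 h compound incubation. Luminescence end-point read 10 min after Bright-Glo addition at room temperature.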
LDHA inh – inhibitors of human lactate dehydrogenase A; AID 1347041; actives 0.15% (n = 480,000); P00338; activity change, % (values are at about 110 or 230 µM); purified LDHA, NADH/diaphorase-resazurin fluorescence; stronger effect = lower value; in the data active = activity change below about -30%; inconclusive = mostly about -25% to -30%;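 note: plate controls were DMSO wells for no effect and wells without enzyme for full effect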
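Enzyme activity of human lactate dehydrogenase 5 (2 nM; 0.06 mM NADH, 0.2 mM pyruvate, 5 min, RT) is measured via a resazurin/diaphorase fluorescence readout of residual NADH.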
RXFP1 agonist – agonists of human relaxin receptor RXFP1; Q9HBX9; Potency, µM (doses to about 57.5 µM), without a hit: top-dose activation, hits mostly activators; HEK293T-RXFP1 cAMP TR-FRET, 30 min; response scale: percent of porcine relaxin response, buffer zero; actives 0.3% (n = 370,000); AID 2676; note: potency is the fitted concentration of half-maximal effect; % is set by controls: 0 for no effect and ±100 for the full control effect; nearly all actives have a fitted effect of over 60% in size; many of its hits are not listed in these tables
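HEK293 cells stably expressing RXFP1, treated 30 min at 37C with compounds plus PDE4 inhibitor Ro 20174; cAMP measured by HTRF TR-FRET. Normalized to buffer and 29 nM porcine relaxin; EC50 by Hill fit.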
* = called active by the depositor; ? = inconclusive; · = no result given; & = joins results of further samples. Unless noted, calls come from the whole dose curve; as a rule, active = well fitted curve in the direction sought with a large enough effect; inconclusive = small, poorly fitted or top-dose-only effect, or another doubt; inactive = no such curve, though single readings can be large; an effect the other way counts as inactive or inconclusive. These rows are one share of the data; the hit share may differ from the screen's.

Values run as follows: D1 ag, D1 PAM, Vif-A3G inh, D1 antag, D2 potentiator, Vif-APOBEC3F blk, Glioma ERSR ind, LDHA inh, RXFP1 agonist
> Cc1cc(CCNC=O)c(C)c2c1oc1ccccc12
    ·, ·, -16%, ·, ·, -8%, ?, -7, ·
> Cc1cc2c(cc1S(=O)(=O)N1CCN(c3cccc(C(F)(F)F)c3)CC1)OCC(=O)N2
    3, -3, 2%, 4, -13, -10%, -3%, -16, -2.0%
> CCNC(=O)c1sccc1-n1cccc1
    3, 3, -1%, 14, 4, 2%, -1%, 4, 2.7%
> CCn1cc(C(=O)OC)c(=O)c2ccc(C)nc21
    1, -7, 3%, -1, ·, 5%, -4%, -2, 2.2%
> O=C(OCCOc1ccccc1)c1n[nH]c2ccccc12
    1, -1, -2%, -10, -4, -2%, 4%, 1, 3.3%
> COc1ccc(Cl)cc1NC(=O)C1CCN(c2nnc(C)c3c(C)n(-c4ccccc4)nc23)CC1
    2, 3, 3%, -4, -2, -2%, -3%, 0, 4.4%
> COc1ccccc1NC(=O)CSc1nnc(-c2ccoc2C)n1CC1CCCO1 (stereo not drawn)
    2, -8, 1%, 18, 5, -3%, -5%, -11, 0.1%
> Cc1ccc(/C=C2\SC(=O)N(CCNC(=O)C3CSC4(C)CCC(=O)N34)C2=O)cc1 (stereo not drawn)
    6, 2, 5%, 3, -7, 3%, 6%, -3, 0.0%
> CCCCC[C@H](O)/C=C/[C@@H]1[C@@H](C/C=C\CCCC(=O)OC)[C@@H](O)C[C@H]1O
    4, -2, 2%, -7, -7, 0%, -2%, -4, 3.1%
> CCOC(=O)C1=C(C)Nc2ccccc2N=C1NC(=O)Cc1ccc(Cl)c(Cl)c1
    -2, -5, -3%, ·, 6, 2%, -4%, 1, -1.6%

Reprinted from the part before: two entries; new compounds follow.
Values run as follows: D1 ag, D1 PAM, Vif-A3G inh, D1 antag, D2 potentiator, Vif-APOBEC3F blk, Glioma ERSR ind, LDHA inh, RXFP1 agonist
> CCCCC[C@H](O)/C=C/[C@@H]1[C@@H](C/C=C\CCCC(=O)OC)[C@@H](O)C[C@H]1O
    4, -2, 2%, -7, -7, 0%, -2%, -4, 3.1%
> CCOC(=O)C1=C(C)Nc2ccccc2N=C1NC(=O)Cc1ccc(Cl)c(Cl)c1
    -2, -5, -3%, ·, 6, 2%, -4%, 1, -1.6%
> Cc1ccc(-c2nc(CC(=O)Nc3cccc(S(=O)(=O)NC4=NCCC4)c3)cs2)cc1
    -1, -4, 0%, 1, 10, 6%, 2%, 1, 0.4%
> COc1ccc(OC)c(-n2cnc3cc(C(=O)NC4CCCC4)ccc32)c1
    0, -9, -2%, -24, -5, 4%, -5%, 8, 2.2%
> N#CCSc1ncccc1-c1nc2ccccc2[nH]1
    5, -4, -3%, 0, 37*, 2%, 2%, -1, 3.7%
> CC1(c2ccccc2Cl)NC(=O)N(CC(=O)NCCC2=CCCCC2)C1=O (stereo not drawn)
    2, -6, 2%, 4, -1, 0%, 2%, -5, 0.7%
> CCCCC12CN3CCN(CC(C3)/C1=N\NC(=O)Nc1ccccc1)C2
    3, 9, 0%, 10, ·, -1%, -1%, 6, 1.1%
> O=C(Nc1cccc(OCc2cc(=O)n3ccccc3n2)c1)Nc1cccc(C(F)(F)F)c1
    2, -3, 2%, -10, -12, 1%, -3%, -2, -3.1%
> Cc1ccccc1N=C1NC(=O)/C(=C/c2cccn2C)S1
    1, -3, ?, 6, 7, -19%, 3%, -1, 0.0%
> COc1ccc([N+](=O)[O-])cc1NC(=S)NC(=O)C(C)(C)C
    4, 0, -7%, 8, -13, -4%, 3%, -2, 1.5%
> Cc1noc(C)c1S(=O)(=O)N(C)CC(=O)Nc1ccc(F)cc1
    3, -7, 2%, 10, -1, 5%, -6%, -4, 4.1%
> CSc1ccc(C#N)cc1NC(=O)c1ccc(Cl)cc1Cl
    2, 2, 1%, -7, 11, -10%, -2%, -6, 8.6%
> C=CCCC(=O)N1C[C@H]2CON(C)[C@H]2C[C@H]1c1cccc(Oc2ccccc2)c1
    ·, ·, -8%, ·, ·, -5%, -3%, 0, ·
> Nc1nc(N)c(-c2cccc(C(F)(F)F)c2)c(Cc2cccc(C(F)(F)F)c2)n1
    ·, ·, 1%, ·, ·, 0%, -6%, 1, ·
> Cc1cccc(N2CCN(Cc3nnc(-c4cccc(Br)c4)o3)CC2)c1C
    0, 1, -1%, -3, -3, 0%, -3%, -4, 2.8%
> S=C(Nc1ccccc1)Nc1cccc(Br)c1
    2, 3, 1%, -9, 12, -8%, 0%, -1, -0.3%
> COC(=O)c1ccccc1NC(=O)CN1CCN(C23CC4CC(CC(C4)C2)C3)CC1
    2, -1, 0%, -27, -24, -6%, 2%, -5, 4.1%
> S=c1[nH]nc(C2CCCCC2)n1/N=C/c1ccccc1Cl
    1, 7, -12%, -2, 20, 2%, -4%, -4, -3.5%
> NC(=O)c1ccsc1NC(=O)COC(=O)C1=NNC(=O)CC1
    2, -4, 2%, 3, -1, 11%, 14%, -20, 1.3%
> O=C(NC(=S)Nc1cccc(Cl)c1N1CCCCC1)c1cccs1
    3, 6, -13%, 6, 1, 0%, -3%, -1, 3.5%
> CSc1ccccc1C(=O)C1CCCN(C(=O)c2cncs2)C1 (stereo not drawn)
    1, -1, -1%, 0, 0, -5%, 11%, -3, -3.5%
> CCOn1c(=O)c(-c2cccs2)[n+]([O-])c2ccccc21
    1, -2, -5%, -20, 4, -5%, -2%, -2, -0.4%
> CC1CCCCN1C(=O)CSc1nnc(-c2cccs2)o1 (stereo not drawn)
    1, 5, -2%, 5, 17, 6%, -2%, -4, 0.6%
> CCOc1ccccc1OCCCC(=O)Nc1cccc(S(=O)(=O)N2CCOCC2)c1
    0, 6, 1%, -10, 12, -11%, -1%, 2, 1.4%
> CC(=O)c1c(C)[nH]c(C(=O)OCC(=O)NCCC(C)C)c1C
    7, 10, 4%, -4, 1, -18%, 0%, ?, 0.4%
> CCOc1ccc(-c2nnc(SCC(=O)N(CC)c3cccc(C)c3)o2)cc1
    11, -2, 0%, -4, -7, 0%, -1%, -7, 0.6%
> CCC(C)(C)NC(=O)C(c1ccc(O)cc1)N(C(=O)Cn1nnc2ccccc21)c1ccc(NC(C)=O)cc1 (stereo not drawn)
    2, 0, 3%, 8, 16, 3%, 2%, -6, -1.5%
> O=C1C2CC=C(Cl)CC2C(=O)N1CCC[n+]1ccccc1 (stereo not drawn)
    1, -2, 2%, 10, 6, 0%, -4%, 2, 0.0%
> CCOc1ccc(Br)cc1S(=O)(=O)N1CCC(C(N)=O)CC1
    1, 6, 2%, 3, 5, 3%, -4%, -8, 5.3%
> CCc1ccc2oc(C(=O)Nc3nc(-c4ccc(F)cc4)ns3)c(C)c2c1
    0, 4, 1%, -2, 0, 3%, -2%, 4, -0.6%
> COC(=O)C1C(=O)c2c([nH]c(C(=O)OCC3CCCO3)c2C)CC1C (stereo not drawn)
    -2, -2, 0%, -9, -1, -3%, -1%, 7, 0.3%
> COCCNC(=S)NC1CC2CCC(C1)N2Cc1ccccc1 (stereo not drawn)
    1, -3, 8%, -3, -30, -13%, -1%, -9, -2.2%
> COc1ccc(OC)c2nc(-c3ccc4c(c3)OCO4)ccc12
    1, -4, -1%, -4, 2, 6%, -1%, -1, 12%
> N#Cc1ccccc1CN1C(=O)c2ccccc2S1(=O)=O
    2, -2, 1%, -1, 10, 1%, -3%, -5, 0.8%
> Cn1c(NC(=O)c2cccnc2)nc2ccccc21
    -1, 3, ?, -12, ·, -5%, -1%, 9, -1.1%
> CCCCNC(=O)C1CCC(Cn2c(=O)c3sccc3n(Cc3ccccc3)c2=O)CC1 (stereo not drawn)
    -1, -1, -1%, 8, -2, 4%, -4%, -12, 0.6%
> O=C(O)c1cc2c(cc1NC(=O)c1ccccc1C(F)(F)F)OCCCO2
    2, -1, 1%, -12, 9, -6%, -5%, -4, -5.2%
> O=C(NCC(c1cccs1)N1CCOCC1)c1ccc(Cl)c([N+](=O)[O-])c1 (stereo not drawn)
    4, -5, ?, -16, -6, 3%, -5%, -2, 0.0%
> CCN1c2ccccc2-c2nc3ccccc3n2C1c1cccnc1 (stereo not drawn)
    3, 2, -5%, -2, 0, -6%, -2%, -5, 4.4%
> COc1ccc(C(CCN2CCCCC2)c2c(O)cc(OC)cc2OC)cc1 (stereo not drawn)
    18, -10, 5%&1%, 5, -8, -2%, -4%&-3%, 1, -0.4%
> Cc1cc(C(=O)OCC(=O)N2C(C)CCCC2C)c2ccccc2n1 (stereo not drawn)
    ·, ·, 0%, ·, ·, -8%, 0%, -6, ·
> COc1ccc(OC)c(S(=O)(=O)N2CCC(C(=O)NCc3ccccn3)CC2)c1
    2, -4, 0%, 12, ·, ?, -1%, -4, -5.7%
> CC1CCCC(NC(=O)COC(=O)/C=C/c2ccc([N+](=O)[O-])cc2)C1C (stereo not drawn)
    ·, ·, -7%, ·, ·, 6%, -5%, -7, ·
> CCOC(=O)/C(C#N)=C(\O)c1ccc(NC(=O)c2ccc([N+](=O)[O-])cc2)cc1
    2, -2, 3%, -1, -7, 2%, -5%, -6, 0.7%
> CCOC(=O)Cc1cc(=O)n2[nH]cc(-c3cccc(Br)c3)c2n1
    0, 1, 1%, 6, 7, 9%, 2%, -5, 0.5%
> CCOc1ccc(Br)cc1S(=O)(=O)N1CCCN(C)CC1
    6, -3, 4%, -11, -10, -21%, -3%, -5, 3.9%
> CN1CCn2cnc(C(=O)N3CCN(c4ccccc4)CC3)c2C1=O
    ·, ·, 0%, ·, ·, 0%, -3%, -11, ·
> CCN(CC)C(CNC(=O)CSc1nnnn1-c1cccc(F)c1)c1ccco1 (stereo not drawn)
    1, -1, -1%, 7, 2, 4%, -4%, -1, 0.6%
> CC(C)(C)c1ccc(OCCC(=O)NNC(=O)c2ccccc2)cc1
    3, 4, 2%, 0, -1, -12%, -1%, -9, 2.2%
> O=C(/C=C/c1cccc(F)c1)OCC(=O)N1CCCC1
    ·, ·, -3%, ·, ·, -30%, 3%, -7, ·
> COc1ccc(-c2csc(NC(=O)c3c(C)noc3C)n2)cc1F
    1, -6, 1%, -1, 5, 8%, 9%, 0, -0.4%
> Nc1ccc(C(=O)C(=O)c2ccccc2)cc1
    ·, ·, -8%, ·, ·, 2%, 4%, -8, ·

Compound activity from PubChem BioAssay.
